Source: PubChem (MTDP)
RNase H inhibition: RNase H inhibition, HIV 1 Gag Pol polyprotein, FRET biochemical assay, screening (AID 372). inhibition, % at 10 µM, or IC50 in µM where a hit was titrated. 0.77% of 100,000 active. HIV-1 RT RNase H, FRET RNA/DNA substrate fluorescence; higher % means a stronger effect; in the data active means inhibition above about 50%
Active calls of the source: *.

SMILES,RNase H inhibition
Cc1ccc(N2C(=O)CC(NC(C)C34CC5CC(CC(C5)C3)C4)C2=O)cc1 (stereo not drawn),5.0%
CC(C)(C)c1ccc(C(=O)Nc2ccc(NC(=O)c3ccc4c(c3)OCCO4)cc2)cc1,17.0%
CCCOc1ccc(-c2cc(C(=O)NCC3CCCO3)c3ccccc3n2)cc1 (stereo not drawn),7.0%
CCOC(=O)c1c(NC(=O)Cc2cccs2)sc(C(=O)Nc2cccc(Cl)c2C)c1C,14.0%
CS(=O)(=O)N(CC(=O)Nc1ccc(Cl)cc1)c1cccc(C(F)(F)F)c1,0.0%
CC(C)Oc1ccc(C(=O)NC(=S)Nc2cccc(Cl)c2)cc1,3.0%
Cc1nc(N)sc1C(=O)N/N=C/c1ccc(O)cc1,21.0%
O=C(CC1Sc2ccccc2NC1=O)Nc1ccc([N+](=O)[O-])cc1 (stereo not drawn),4.0%
CC(C)CNC(=O)c1cccc(NC(=O)C(c2ccccc2)c2ccccc2)c1,14.0%
COc1ccc(CN2CCN(Cc3ccc(C(F)(F)F)cc3)CC2)c2ccccc12,19.0%
COc1cc(C=C2C(=O)N(C)C(=S)N(C)C2=O)cc(Br)c1O,14.0%
N#Cc1c(/N=C/c2cc(Br)cc(I)c2O)sc2c1CCCC2,24.0%
CC1=C(C(=O)OCc2ccc3c(c2)OCO3)C(c2ccc(Cl)cc2)NC(=O)N1 (stereo not drawn),37.0%
Cc1ccc(S(=O)(=O)NNC(=O)c2ccccc2OC(=O)Nc2ccccc2)cc1,14.0%
Cc1cc(C)c(NS(=O)(=O)c2cc([N+](=O)[O-])ccc2Cl)c(C)c1,17.0%
C=CCOc1ccc(/C=N/NC(=O)C(=O)NCc2ccccn2)cc1,10.0%
CCOc1ccccc1/C=N/NC(=O)c1ccc([N+](=O)[O-])cc1Cl,5.0%
O=C1c2ccccc2C(=O)N1/N=C/c1ccc(OCc2ccccc2)cc1,0.0%
C/C=C/c1ccc(OCCOc2ccc(C(=O)c3ccccc3)cc2)c(OC)c1,11.0%
CSCCC(C(=O)O)N1C(=O)/C(=C/c2cccc(O)c2)SC1=S (stereo not drawn),8.0%
COc1ccc(NC(=O)CN(c2cccc(Cl)c2)S(C)(=O)=O)c(OC)c1,6.0%
O=C(O)CCCCCN1C(=O)C(=O)/C(=C(/O)c2ccc(Cl)cc2)C1c1ccc(F)cc1 (stereo not drawn),1.0%
COc1ccc(C(NC(C)=O)c2c(OC(C)=O)ccc3ccccc23)cc1 (stereo not drawn),0.0%
C/C=C/c1ccc(OCCCCOc2ccc(Cl)cc2)c(OC)c1,26.0%
COC(=O)C1=C(C)NC2=C(C(=O)CC(c3ccc(OC)cc3)C2)C1c1ccc(OC)c(Br)c1 (stereo not drawn),8.0%
Cc1cccc(C)c1NC(=O)N1CCOCC1,7.0%
Cc1cc(C)c(/C=N/NS(=O)(=O)c2ccc(Cl)cc2)c(C)c1,11.0%
COc1cccc(OC)c1C(=O)Nc1cc(C)cc(C)c1,7.0%
CCOc1ccc(CN(CCc2ccc3c(c2)OCO3)Cc2ccc3ccccc3c2)cc1,12.0%
COc1ccc(C(=O)NC(=S)Nc2ccc(C)cc2)cc1,8.0%
CC(C)(/C=N/O)/[N+]([O-])=C/c1ccccc1,9.0%
O=C(/C=C/c1ccc(Cl)cc1)Nc1ccc2c(c1)OCO2,9.0%
C/C(=N\Nc1cc(-c2ccccc2)nc(-c2ccccc2)n1)c1ccc(Br)cc1,14.0%
Cc1nc(SCC(=O)c2ccccc2)c(C#N)c(C)c1C,33.0%
Cc1ccc(CSCCNS(C)(=O)=O)cc1,13.0%
CCOc1ccc(N=Cc2cccc(C)c2O)cc1,11.0%
CC1(CC(=O)N/N=C/c2cccc(Br)c2)OCCO1,3.0%
CC1=C(C(=O)OC2CCCCC2)C(c2cccc(Br)c2)C2=C(CCCC2=O)N1 (stereo not drawn),14.0%
Oc1ccc2ccccc2c1C=Nc1ccc(Cl)cc1Cl,6.0%
CCc1nnc(NS(=O)(=O)c2ccc(NC(=S)NC(=O)C34CC5CC(CC(C5)C3)C4)cc2)s1,5.0%
CCc1ccccc1N(CC(=O)NC1CC1)S(C)(=O)=O,4.0%
COc1cc(/C=C2/SC(=S)N(C)C2=O)ccc1OC(=O)c1ccccc1Cl,9.0%
Cc1cc(NC(=O)c2cc3nc(-c4ccc([N+](=O)[O-])cc4)cc(C(F)(F)F)n3n2)no1,8.0%
Cc1cccc(/C=N\NC(=O)c2ccc([N+](=O)[O-])cc2)c1O,13.0%
CC1=NN(C(=N)c2ccccc2)C(O)(c2ccccc2)C1 (stereo not drawn),29.0%
NS(=O)(=O)c1cccc(S(=O)(=O)c2ccc(Cl)c(Cl)c2)c1,5.0%
COc1ccc(-n2cnnn2)c(OC)c1,2.0%
O=C(c1nn2c(c1Cl)NC(c1ccc(Cl)cc1)CC2C(F)(F)F)N1CCN(c2ccccc2)CC1 (stereo not drawn),1.0%
Cc1[nH]n(-c2ccc(Cl)cc2)c(=O)c1C=O,2.0%
Clc1ccccc1N1CCN(CC2CC=CCC2)CC1 (stereo not drawn),16.0%

(cont.)
SMILES,RNase H inhibition
CCOc1cc(C2NC(=S)NC(C)=C2C(=O)Nc2ccc(C)cc2)ccc1O (stereo not drawn),7.0%
O=S(=O)(c1ccc(I)cc1)N(Cc1ccccc1)Cc1ccccc1,8.0%
COc1ccc(/C=C(\C#N)c2nc(-c3cc4c(ccc5ccccc54)oc3=O)cs2)cc1,9.0%
C(=N\Nc1ncc(-c2cccs2)s1)/c1ccccc1,12.0%
CN(C)c1ccc(/C=C(\C#N)c2nc(-c3cc4c(ccc5ccccc54)oc3=O)cs2)cc1,0.0%
CCOc1ccccc1NS(=O)(=O)c1ccc(NC(C)=O)cc1,10.0%
COCCOC(=O)c1ccc(NC(=O)C2COc3ccccc3O2)cc1 (stereo not drawn),0.0%
COc1ccccc1C1NC(=O)NC(C)=C1C(=O)OCc1ccc2c(c1)OCO2 (stereo not drawn),19.0%
CC1(C)Cc2c(sc(NC(=O)C(c3ccccc3)c3ccccc3)c2C#N)CO1,2.0%
Cc1cc(N2CCN(C/C=C/c3ccccc3)CC2)n2c(nc3ccccc32)c1C#N,5.0%

Exported with each value named: 3 of the compounds above
CCOc1cc(C2NC(=S)NC(C)=C2C(=O)Nc2ccc(C)cc2)ccc1O (stereo not drawn)
  RNase H inhibition: 7.0%

O=S(=O)(c1ccc(I)cc1)N(Cc1ccccc1)Cc1ccccc1
  RNase H inhibition: 8.0%

COc1ccc(/C=C(\C#N)c2nc(-c3cc4c(ccc5ccccc54)oc3=O)cs2)cc1
  RNase H inhibition: 9.0%

(next part)
SMILES,RNase H inhibition
CC1(c2ccc([N+](=O)[O-])cc2)CC1(Br)Br (stereo not drawn),8.0%
Cc1cc(C)c(S(=O)(=O)NNc2ccccc2)c(C)c1,11.0%
CCN1C(=O)/C(=C\c2ccc(C(F)(F)F)cc2)SC1=S,10.0%
COc1cccc(/C=N/NC(=O)CSCc2cccc(Br)c2)c1,19.0%
O=[N+]([O-])c1ccc(/C=N/Nc2cc(N3CCOCC3)nc(N3CCOCC3)n2)cc1,10.0%
CCN(CC)S(=O)(=O)/N=C/c1ccc(Cl)c(Cl)c1,33.0%
Cc1cc(C)cc(NC(=O)CN2C(=O)c3ccccc3C2=O)c1,4.0%
CCN(CC)c1ccc(C=Nc2cc(C)ccc2C)c(O)c1,10.0%
O=C(O)CCCCCN1C(=O)C(=O)/C(=C(/O)c2ccc(F)cc2)C1c1ccc2c(c1)OCO2 (stereo not drawn),8.0%
CC[n+]1ccn2cccc2c1C,1.0%
Cc1cc(C=O)c(C)n1-c1cccc(I)c1,30.0%
OCCCc1nc2ccccc2n1Cc1ccccc1,3.0%
Cc1[nH]n(-c2nc(-c3ccccc3)cs2)c(=O)c1N=Nc1ccccc1O,1.0%
CC1=C(C(=O)OC(C)C)C(c2ccc(OCC(N)=O)cc2)NC(=S)N1 (stereo not drawn),3.0%
COc1ccc(S(=O)(=O)N2CCN(c3ccccc3)CC2)cc1[N+](=O)[O-],6.0%
O=[N+]([O-])c1cnc(N2CCN(Cc3ccccc3)CC2)c([N+](=O)[O-])c1,0.0%
CC(C)CNC(=O)CN(c1ccccc1)S(=O)(=O)c1ccccc1[N+](=O)[O-],4.0%
NC(CC(=O)O)c1ccc(Cl)cc1 (stereo not drawn),10.0%
O=C(Nc1ccc(Br)cc1)c1ccc(Br)c(S(=O)(=O)N2CCCCC2)c1,1.0%
CCOC(=O)C1=C(C)NC(=O)N(C(C)=O)C1c1ccc(Br)cc1 (stereo not drawn),7.0%
COc1ccc(N2C(=O)c3ccc(C(=O)Nc4ccc(C(=O)O)cc4)cc3C2=O)cc1,0.0%
O=C(CSc1nc2ccccc2o1)c1ccc(-c2ccccc2)cc1,14.0%
CCOC(=O)C1=C(C)N=c2s/c(=C\c3ccccc3OCc3ccc(Cl)cc3Cl)c(=O)n2C1c1ccccc1 (stereo not drawn),4.0%
CCn1c(O)c(N=NC(=O)c2ccccc2Cl)c2ccccc21,16.0%
NC1=NC(=O)C(CC(=O)Nc2ccccc2OC(F)F)S1 (stereo not drawn),18.0%
CN1C(=O)CC(N2CCN(Cc3ccccc3)CC2)C1=O (stereo not drawn),9.0%
COc1ccc(/C(C)=N\NC(=O)c2cccc(Br)c2)cc1,0.0%
Cc1cc(NC(=O)Nc2ccccc2)no1,10.0%
CCC(C)NC(=O)CN(c1ccc(OC)cc1)S(=O)(=O)c1ccccc1 (stereo not drawn),5.0%
COc1ccc(NC(=O)c2ccc(-c3ccc(Br)cc3)o2)cc1Cl,11.0%

A stretch taken from the entries so far:
SMILES,RNase H inhibition
COc1ccc(N2C(=O)c3ccc(C(=O)Nc4ccc(C(=O)O)cc4)cc3C2=O)cc1,0.0%
O=C(CSc1nc2ccccc2o1)c1ccc(-c2ccccc2)cc1,14.0%
CCOC(=O)C1=C(C)N=c2s/c(=C\c3ccccc3OCc3ccc(Cl)cc3Cl)c(=O)n2C1c1ccccc1 (stereo not drawn),4.0%
CCn1c(O)c(N=NC(=O)c2ccccc2Cl)c2ccccc21,16.0%

The list goes on.
SMILES,RNase H inhibition
O=[N+]([O-])c1ccccc1N/C(=N/S(=O)(=O)c1ccc(Cl)cc1)c1ccccc1,3.0%
COc1ccc(/C(N)=N/OC(=O)c2cccc(Cl)c2)cc1,9.0%
O=C1OC(c2ccc(Cl)cc2)=C/C1=C/c1cc2c(cc1[N+](=O)[O-])OCO2,4.0%
C=CCn1cc(F)c(=O)n(CC(C)C)c1=O,0.0%
CCN(CC)C(=O)c1ccccc1NC(=O)c1ccccc1Cl,0.0%
Cc1cccc(-n2c(-c3ccccc3)nc3c(cnn3-c3ccccc3)c2=O)c1,16.0%
CCOC(=O)N1CCN(C(=O)/C(=C/c2ccccc2OC)NC(=O)c2ccccc2)CC1,12.0%
O=C(Nc1ccccc1F)c1ccc([N+](=O)[O-])cc1,12.0%
COc1ccc(/C=C2\SC(NC(C)=O)=NC2=O)cc1,16.0%
C=CCOc1ccc(C=C2C(=O)NC(=S)NC2=O)cc1OC,27.0%
O=C1N=c2ccccc2=C1N=Nc1nc(O)c(-c2c(O)[nH]c3ccccc23)s1,2.0%
COc1ccc(C2=Nc3ccccc3NC(C)(c3ccc(OC)cc3OC)C2)c(OC)c1 (stereo not drawn),7.0%
CC1(C)Cc2ccccc2-c2c[nH]c(=O)n21,3.0%
O=C(Nc1ccc(Cl)cc1)Nc1nnc(C23CC4CC(CC(C4)C2)C3)s1,0.0%
Cc1ncsc1CCOC(=O)C12CC3CC(CC(C)(C3)C1)C2,8.0%
O=C(c1ccc(S(=O)(=O)N2CCCC2)cc1)N1CCN(c2ccccc2)CC1,0.0%
CC(=O)Nc1ccc(-c2nc3cc(Cl)ccc3c(=O)o2)cc1,9.0%
Cc1ccccc1CN1CCN(C(=O)c2ccc([N+](=O)[O-])cc2)CC1,10.0%
CN1C(=O)S/C(=C/c2ccc(-c3cc(C(=O)O)ccc3Cl)o2)C1=O,15.0%
CCOC(=O)COc1ccc(/C=C(\C#N)c2nc3ccccc3[nH]2)cc1OC,12.0%
COc1ccccc1/C=N/NC(=O)COc1c(Br)cc(Br)cc1Br,10.0%
CC1=C(C(=O)OC2CCCC2)C(c2cc3c(cc2Br)OCO3)NC(=O)N1C (stereo not drawn),10.0%
O=C1CCCC2=C1C(c1ccc(Cl)cc1)Nc1ccccc1N2 (stereo not drawn),10.0%
Cc1cc(C)c2c(N)c(C(=O)Nc3cccc4cccnc34)sc2n1,3.0%
CCc1ccccc1N(CC(=O)Nc1ccc(OC)cc1)S(C)(=O)=O,11.0%
Cc1ccc(OCC(=O)NN)cc1C,20.0%
CC(C)OCC(O)CNc1ccccc1 (stereo not drawn),0.0%
COc1cccc(C(=O)Nc2ccc(OC(F)(F)F)cc2)c1,4.0%
COc1cc(C(=O)NC(NC(=S)Nc2ccc(C(C)=O)cc2)C(Cl)(Cl)Cl)cc(OC)c1OC (stereo not drawn),8.0%
COc1cccc(/C=C2\N=C(SC)SC2=O)c1,19.0%
O=C1CS/C(=N/N=C/c2ccc3c(c2)OCO3)N1,0.0%
COc1cc(NC(=O)c2cc(Cl)c(OC)c(Cl)c2)ccc1NC(=O)c1cc2ccccc2o1,52.0%*
O=C(Nc1ccc2oc(-c3cc(Br)ccc3Cl)nc2c1)c1ccccc1,29.0%
Cc1ccc2c(c1)NC(c1cccc([N+](=O)[O-])c1)C1=C(CC(C)(C)CC1=O)N2 (stereo not drawn),10.0%
COc1ccccc1N1CCN(C2CC(=O)N(c3ccc(F)cc3)C2=O)CC1 (stereo not drawn),9.0%
Cc1cc(=O)oc2cc(OCC(=O)OCc3ccccc3)c(Cl)cc12,2.0%
CNC(=S)N(CCc1ccc(OC)c(OC)c1)C1CC(=O)N(c2ccc(C(=O)OC)cc2)C1=O (stereo not drawn),2.0%
N#Cc1c(/N=C/c2ccccc2)sc2c1CCCC2,29.0%

A portion of the library; count on the stated rates, not on these rows.
